Screening results deposited in PubChem by several laboratories.
TWEAK-Fn14 inh = TWEAK-Fn14 signaling inhibition. TWEAK-stimulated Fn14 reporter cells, luciferase luminescence, 8 h. AID 1159606. inhibition, % at 10 µM. 360,000 tested, 2% active; in the data active = inhibition above about 50%
KKLEB tox = CF airway cell cytotoxicity counter-screen; KKLEB CF airway cells viability, ATPlite luminescence, overnight; hits give low values; cells stimulated with P. aeruginosa culture filtrate; activity change (cytotoxicity), % at 5 µM; 360,000 tested, 0.36% active; AID 602141;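 active = corrected activity change at or below -50% at 5 µM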
TRPM1 prom inh = MITF TRPM1 promoter inhibition in SK-MEL-5 cells | SK-MEL-5 TRPM1 promoter luciferase, 24 h | inhibition, % at 12.5 µM | 330,000 tested, 0.83% active | AID 488899;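 active = mean inhibition across replicates of 60% or more, whatever share of single replicates reaches that level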; also: values of inactives mirror those of a sister screen read the other way
HIF-2a block = HIF-2a inhibition | 360,000 tested, 0.72% active | inhibition, % at 18.8 µM | 786-0 RCC cells HIF-2a reporter, luciferase luminescence, overnight | AID 624352;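 active = inhibition of the luminescence signal of 40% or more relative to plate controls, in a single-dose primary screen at 18.75 µM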
NR2E3 ag-1 = activates human photoreceptor nuclear receptor NR2E3; 320,000 tested, 0.12% active; GST-NR2E3/biotin-RetCOR TR-FRET, 1536-well; inhibition of corepressor binding, % at 4.78 µM; AID 2300;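 active = percent inhibition above the cutoff of mean plus 3 SD of all tested compounds, set per screening campaign, cut at about 20% in these data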;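 also: 0% = DMSO wells and 100% = biotin wells as full block of FRET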
Target sequence (Q9Y5X4 whole entry, looked up): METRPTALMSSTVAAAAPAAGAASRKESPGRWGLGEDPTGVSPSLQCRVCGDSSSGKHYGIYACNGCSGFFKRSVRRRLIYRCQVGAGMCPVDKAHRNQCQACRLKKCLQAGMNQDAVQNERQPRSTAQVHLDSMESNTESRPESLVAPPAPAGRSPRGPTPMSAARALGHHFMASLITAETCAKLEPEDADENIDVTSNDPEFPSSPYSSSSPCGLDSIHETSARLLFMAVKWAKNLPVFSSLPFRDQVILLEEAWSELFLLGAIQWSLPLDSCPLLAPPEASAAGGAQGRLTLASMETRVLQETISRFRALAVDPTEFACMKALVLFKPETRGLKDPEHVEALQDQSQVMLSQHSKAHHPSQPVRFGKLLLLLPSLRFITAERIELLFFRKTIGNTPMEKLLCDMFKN
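Test system – NR2E3–RetCOR corepressor complex · Quantity – NR2E3 fusion 1.35 nM · Buffer or medium – Tris pH 7.5 · Incubation – Compound–protein incubation for 5 h at 4 °C · Technique – TR-FRET, Eu(K)-anti-GST donor, streptavidin-D2 acceptor, ex 340, em 617/671 nm · Evaluation – percent inhibition of 671/617 nm emission ratio versus biotin and DMSO controls · Plate – 1536-well format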
CF NFkB inh = cystic fibrosis NF-kB activation inhibition. KKLEB NF-kB-GFP reporter, PAF-induced, GFP fluorescence overnight. inhibition, % at 5 µM. 360,000 tested, 0.86% active;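 active = at least 50% inhibition at 5 µM, scaled per plate between neutral and stimulator controls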;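 also: PAF is a Pseudomonas aeruginosa culture filtrate used as stimulus; plate controls were PAF-stimulated DMSO wells for no effect and unstimulated DMSO wells for full effect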
Shn3 3UTR inh = inhibitors of Schnurri-3 3'UTR reporter in osteoblasts; AID 588674; inhibition, % at 12.5 µM; 360,000 tested, 0.52% active; Clone20 osteoblast Shn3 3'UTR firefly luciferase, 24 h;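 active = mean inhibition of at least 75% with every replicate also reaching 75%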;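 also: 0% = median of neutral control wells and 100% = pilot-screen positive control compound; some compounds past the cut are filed as inactive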
aDG glyco up = alpha-DG glycosylation activation. activation, % at 10 µM. 360,000 tested, 0.22% active. Pro5-aDG cells, alpha-DG glycosylation AlphaScreen (IIH6); 0% Pro5, 100% B10-LARGE cell signal. AID 624168;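 active = activation of at least 8% versus controls, or a plate z-score of at least 8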;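 also: Pro5 are CHO cells carrying HIG-tagged alpha-DG that lacks glycosylation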
iPSC survival up = enhancers of human iPSC single-cell survival; 360,000 tested, 0.044% active; AID 602274; hiPSC single-cell survival, ATPlite luminescence; 100% = ROCK inhibitor wells, 0% = DMSO; survival enhancement, % at 20 µM; in the data active = survival enhancement above about 18%;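 also: cells exposed to compounds for 16 hours before the ATP read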
NR2E3 ag-2 = agonists of human NR2E3 nuclear receptor; Q9Y5X4; CHO-S Gal4-NCOR/VP16-NR2E3 two-hybrid, luciferase; inhibition of corepressor binding, % at 3.98 µM; 360,000 tested, 0.35% active; AID 602229;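 active = inhibition above the mean of all tested compounds plus 3 SD, cut at about 70% in these data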;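 also: 0% = DMSO with NR2E3 transfected cells and 100% = cells lacking NR2E3 construct; higher means lower luciferase signal from less NR2E3 corepressor binding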
Peg3 prom inh = reduces Peg3 promoter-driven luciferase expression in HeLa; HeLa PEG-Prom luciferase reporter, luminescence, overnight; inhibition, % at 20 µM; 360,000 tested, 1.7% active; AID 588405;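 active = inhibition of at least 50% at 20 µM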
The depositor's hits bear a star; . = no result given.

SMILES	TWEAK-Fn14 inh	KKLEB tox	TRPM1 prom inh	HIF-2a block	NR2E3 ag-1	CF NFkB inh	Shn3 3UTR inh	aDG glyco up	iPSC survival up	NR2E3 ag-2	Peg3 prom inh
Cc1ccc2nc(C)cc(C(=O)N3CCCC(CO)(Cc4ccccc4C)C3)c2c1 (stereo not given)	0	-2	3	7	3	3	13	0.1	-0.1	-7	18
C[C@H]1CN([C@@H](C)CO)C(=O)CCCn2nncc2CO[C@@H]1CN(C)C(=O)Cc1ccccc1	-34	4	.	3	.	3	-1	0.1	0.5	-11	8
COc1ccccc1C(=O)NCCC(=O)NC1CCCCC1C (stereo not given)	-3	5	1	2	-1	2	-23	-0.1	-0.2	17	4
CCOC(=O)Cn1cc(/C=C/[N+](=O)[O-])c2ccccc21	11	-2	9	77*	1	-5	-22	0.2	2.0	4	40
CCOC(=O)N[C@H](Cc1c[nH]c2ccccc12)C(=O)NC1CC1	-10	12	.	9	1	-14	6	-0.1	-0.3	-10	4
COc1cccc(CNc2ccc(F)c(Cl)c2)c1O	-22	-4	-93	-27	7	19	-32	-0.1	-1.3	-81	-182
COc1cccc(NC(=O)CN2C(=O)C(=O)N(C3CCCC3)C2=O)c1	8	-5	-14	-2	.	-2	2	0.1	-2.6	8	-16
O=C(CCC(=O)OCC(=O)c1ccc(Cl)cc1Cl)Nc1cccc2cccnc12	-9	2	-9	19	-5	2	-1	-0.2	-1.2	-10	10
Cc1c(C)c2ccc(OC(C)C(=O)NCc3ccccn3)cc2oc1=O (stereo not given)	0	0	3	-9	2	-23	-18	0.1	0.0	-36	-3
CC1(O)CC(C)(C)C(C#N)C(=O)N1 (stereo not given)	9	14	1	5	.	8	-3	0.0	-0.9	-4	20
N#C/C(=C\Nc1ccc(Cl)cc1)S(=O)(=O)c1ccccn1	-13	2	-4	6	-2	-1	-3	-0.2	2.2	17	11
COc1ccc(-n2c(N)c(C(=O)NCc3cccnc3)sc2=S)cc1	2	-10	6	-6	2	3	2	0.0	-0.3	-23	10
CCCN1CCN(C(=O)Nc2cccc(C(F)(F)F)c2)CC1	-7	-2	1	2	-2	0	5	0.1	-1.4	14	-18
O=C(Oc1cccc(NC(=O)c2cccs2)c1)c1cccc(S(=O)(=O)N2CCCC2)c1	7	-16	-6	-65	6	22	-9	0.0	-0.6	-8	-54
Cc1ccccc1NC(=O)CSc1nnc(-c2ccco2)c(-c2ccco2)n1	-4	3	-8	-7	-1	-3	-17	-0.1	-1.4	-13	6
NC(=O)c1nsc(C(=O)N(c2ccc(F)cc2)C(C(=O)NCC2CCCO2)c2c[nH]c3ccccc23)c1N (stereo not given)	11	5	4	-1	-3	-8	-4	0.1	-0.6	-30	7
O=C(Nc1ccccc1)c1cccc2c(-c3cccnc3)coc12	-21	11	.	-202	.	-43	-29	0.4	0.5	-36	-133
CC(C)(C)N1C(=O)c2ccc(C(=O)Nc3ccc(O)cc3)cc2C1=O	-20	-7	-21	-143	0	1	-44	0.2	-0.7	-8	-52
Cc1ccc(-c2nnn(CC(=O)N(Cc3ccco3)C(C(=O)NC(C)(C)C)c3ccncc3)n2)o1 (stereo not given)	-9	-4	-12	20	-2	2	1	0.1	-1.9	-9	6
CCCCN1CN=C(Nc2nc3ccccc3o2)NC1	-16	-6	-19	-181	1	-1	-16	-0.1	-0.2	-11	-109
COc1ccccc1N1CCN(C(=O)c2ccc(NC(C)=O)cc2)CC1	-8	4	-10	-1	1	-7	19	0.2	2.1	-8	3
CCC(=O)NC(NC(=O)CC)C(Cl)Cl	-9	8	-1	6	-1	-22	-8	0.0	-1.4	-11	10
COc1ccc(-n2c(N3CCN(C)CC3)nc3sc4c(c3c2=O)CCCCC4)cc1	2	-15	19	20	4	-1	3	0.7	0.1	1	43
O=c1[nH]c2cc3c(cc2cc1CN(CCN1CCOCC1)C(=S)NCC1CCCO1)OCO3 (stereo not given)	-7	3	4	14	-1	-4	-13	-0.1	0.3	-2	9

A different layout for three compounds above:
mol,TWEAK-Fn14 inh,KKLEB tox,TRPM1 prom inh,HIF-2a block,NR2E3 ag-1,CF NFkB inh,Shn3 3UTR inh,aDG glyco up,iPSC survival up,NR2E3 ag-2,Peg3 prom inh
Cc1ccccc1NC(=O)CSc1nnc(-c2ccco2)c(-c2ccco2)n1,-4,3,-8,-7,-1,-3,-17,-0.1,-1.4,-13,6
CCC(=O)NC(NC(=O)CC)C(Cl)Cl,-9,8,-1,6,-1,-22,-8,0.0,-1.4,-11,10
Cc1ccc(-c2nnn(CC(=O)N(Cc3ccco3)C(C(=O)NC(C)(C)C)c3ccncc3)n2)o1 (stereo not given),-9,-4,-12,20,-2,2,1,0.1,-1.9,-9,6

Following part
SMILES	TWEAK-Fn14 inh	KKLEB tox	TRPM1 prom inh	HIF-2a block	NR2E3 ag-1	CF NFkB inh	Shn3 3UTR inh	aDG glyco up	iPSC survival up	NR2E3 ag-2	Peg3 prom inh
O=C(COc1ccccc1)Nc1ccccc1C(=O)NCc1ccco1	-7	2	-9	-90	1	-3	-40	0.0	-2.3	-20	-53
O=C(c1cc2nc(C3CC3)cc(C(F)(F)F)n2n1)N1CCCC1	-9	-4	-5	-23	-1	15	-24	0.4	-0.8	-22	2
O=C(c1ccccc1)c1ccc(OCC(O)CNC2CCCc3ccccc32)cc1 (stereo not given)	-4	-15	-1	33	-1	9	24	0.5	-1.9	0	14
COc1ccc(C2C(C#N)=C(N)Oc3c2c(C)nn3-c2ccccc2)cc1Cn1nc(C)c([N+](=O)[O-])c1C (stereo not given)	-6	7	0	5	1	3	.	-0.3	-3.5	-10	0
O=C(COc1ccc(Br)cc1)NCCNC(=O)c1cccnc1	-1	2	-1	3	-2	-3	-6	-0.2	1.0	-19	-6
CCC1CCCCN1Cc1nc2c(c(=O)n(C)c(=O)n2C)n1CCCc1ccccc1 (stereo not given)	3	3	-2	-5	-2	-13	19	0.4	-1.1	-13	21
Cn1nc(C(=O)Nc2nc3ccccc3[nH]2)c2ccccc2c1=O	-8	0	-45	-192	1	-17	-54	0.0	1.2	-67	-152
COc1ccc(CN2CCC(Cc3ccccc3)CC2)cc1OC	3	7	12	16	6	-13	5	0.1	-0.3	-7	-8
COCCN1Cc2cccc(C(=O)Nc3ccccc3OC)c2C1=O	7	-2	-4	5	2	9	4	0.2	-2.9	-14	13
COc1ccc(NC(=O)CSc2n[nH]c(C(C)C)n2)c([N+](=O)[O-])c1	-12	3	-5	22	6	13	14	0.8	-0.1	-7	0
Cc1cc2cc3c(C)cc(=O)oc3c(C)c2o1	-35	7	-41	-45	1	-21	-40	0.0	-0.2	-21	-110
CCC(=O)N(CCc1ccc(OC)c(OC)c1)Cc1cc2ccc(C)cc2n2nnnc12	-14	3	-2	10	0	-8	7	-0.2	-0.7	26	15
Cc1n[nH]c(C)c1Sc1ccccc1N=Cc1cc(Cl)cc([N+](=O)[O-])c1O	-12	12	2	8	-4	33	4	0.0	3.2	-16	15
COC(=O)c1ccc(C(=O)OC)c(NC(=O)CSCc2ccccc2Br)c1	9	-5	-12	3	-1	8	22	0.5	-0.8	-23	23
Cc1noc(C)c1COC(=O)C1CCN(S(=O)(=O)c2ccc(F)cc2)CC1	-13	6	8	5	4	-1	3	0.1	0.3	-19	8
O=C(O)C1C2C=CC(C2)C1C(=O)N1CCOCC1 (stereo not given)	-9	5	4	4	3	5	-14	0.0	-2.7	-6	4
O=C(NC1CCCC1)c1ccccc1OCc1ccccc1	9	8	15	11	1	-12	10	2.3	-0.4	-16	32
CC(=O)NC(C)(c1ccccc1)c1nc(-c2ccc(S(C)(=O)=O)cc2)cs1 (stereo not given)	4	0	.	13	.	-2	-11	-0.4	8.4	-9	8
O=C(O)CC/C(=N\Nc1ccc(S(=O)(=O)N2CCCC2)cc1[N+](=O)[O-])c1cccs1	27	-6	10	29	.	0	16	-0.2	7.3	-2	38
O=C1N=c2ccc([N+](=O)[O-])cc2=C1c1sc(=O)[nH]c1O	-13	10	-8	16	1	-55	3	0.3	-0.1	24	9
COC(=O)c1nnn(-c2nonc2N)c1CSc1ccc(Cl)cc1	-14	3	-14	14	-2	-4	15	0.0	0.5	-3	9
O=[N+]([O-])c1ccc(S(=O)(=O)Nc2cccc(-c3ccc(N4CCOCC4)nn3)c2)cc1	-28	-8	-44	-115	1	5	-31	0.0	-0.1	-49	-151
COc1cc(NS(=O)(=O)c2cn(C)cn2)cc(OC)c1	-2	-3	-13	-6	2	-10	-2	0.0	-0.4	-13	19
CCCNC(=O)OCC12CC3CC(CC(C3)C1)C2	-11	-11	-12	5	-2	29	-25	-0.1	1.8	-15	10
O=C(NCc1ccco1)c1nnc(Cc2ccc(F)cc2)o1	-18	-12	-4	-9	0	11	-5	-0.1	1.5	-2	5
c1ccc(C(c2ccccc2)N2CCN(Cc3nnnn3C3CCCC3)CC2)cc1	13	9	7	-3	1	-2	4	0.4	2.0	3	15
c1csc(-c2nn[nH]n2)c1	6	1	-1	11	4	-4	-3	0.9	-3.3	-8	2
COc1ccccc1NS(=O)(=O)c1cc(N)ccc1N1CCCC1	-11	17	1	7	.	-38	5	-0.8	-1.6	10	4
CCc1cc2cc3c(cc2nc1SCC(=O)N1CCN(C(=O)c2ccco2)CC1)OCO3	-42	-5	-1	0	1	4	-11	0.1	-0.8	4	-5
O=C(c1ccccc1F)N1CCC2CC1c1cc(-c3ccc4c(c3)OCO4)ccc12 (stereo not given)	-11	-10	.	11	.	3	4	-0.2	2.3	28	6
O=C(COC(=O)c1cc([N+](=O)[O-])ccc1Cl)NC1CCCC1	20	-2	-19	17	-5	-11	6	0.2	1.1	-15	6
CN(CC(=O)Nc1ccc(Cl)c(Cl)c1)C(=O)CC1OC(=O)c2ccccc21 (stereo not given)	4	12	10	31	3	-5	1	0.0	0.8	22	-1
Cc1cccc(CCNC(=O)C2CCN(S(=O)(=O)c3cccc4cccnc34)CC2)c1	-1	17	2	13	-2	0	-12	0.2	-0.1	-20	8
CCc1nnc(NS(=O)(=O)c2ccc(N/C=C/C(=O)c3ccc(C)cc3)cc2)s1	2	3	-7	-24	2	1	-5	0.1	0.0	-52	-31
COc1ccccc1CNC(=O)c1ccc2nc(N3CCOCC3)sc2c1	-1	-9	-17	-4	3	2	11	0.2	-0.6	-1	-3
COCCCNC(=O)COc1ccc(S(=O)(=O)NCc2ccccc2)cc1Cl	-18	13	11	22	-3	-5	-2	0.0	-1.2	11	22
Cc1cc(C)c2nc(-c3ccccn3)cc(C(=O)NCCc3ccc(S(N)(=O)=O)cc3)c2c1	6	-1	20	15	-6	-18	0	-0.6	-0.1	-13	15
CCC(CC)NC(=O)COC(=O)c1ccc2c(c1)C(=O)N(Cc1ccco1)C2=O	2	4	-1	-1	2	-2	4	-0.1	-0.1	-1	-9
CCc1nc(SCC(=O)NCCc2ccc(OC)c(OC)c2)c2c(=O)n(C)c(=O)n(C)c2n1	13	-6	6	8	3	6	0	0.2	-0.6	-2	6
